Screens: PubChem BioAssay, several laboratories
PG9 Ab binder = small molecules binding HIV-1 gp120 antibody PG9. TR-FRET gp120-PG9 antibody binding. inhibition, % at 6.7 µM. 360,000 tested, 0.43% active. AID 624416; in the data active = inhibition above about 8.5%
Rev-erbA mod = Rev-erb alpha (human) modulation; activity, % at 10 µM; AID 1259318; 370,000 tested, 0.79% active; Rev-erbα–FITC-DNA binding, fluorescence polarization, 90 min; P20393;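 active = activity above about 14%, limit read from the data; passing the limit was not always enough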;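 also: 0% = DMSO wells with 35 nM protein and 100% = DMSO wells with 750 nM protein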
Target sequence (P20393 whole entry, looked up): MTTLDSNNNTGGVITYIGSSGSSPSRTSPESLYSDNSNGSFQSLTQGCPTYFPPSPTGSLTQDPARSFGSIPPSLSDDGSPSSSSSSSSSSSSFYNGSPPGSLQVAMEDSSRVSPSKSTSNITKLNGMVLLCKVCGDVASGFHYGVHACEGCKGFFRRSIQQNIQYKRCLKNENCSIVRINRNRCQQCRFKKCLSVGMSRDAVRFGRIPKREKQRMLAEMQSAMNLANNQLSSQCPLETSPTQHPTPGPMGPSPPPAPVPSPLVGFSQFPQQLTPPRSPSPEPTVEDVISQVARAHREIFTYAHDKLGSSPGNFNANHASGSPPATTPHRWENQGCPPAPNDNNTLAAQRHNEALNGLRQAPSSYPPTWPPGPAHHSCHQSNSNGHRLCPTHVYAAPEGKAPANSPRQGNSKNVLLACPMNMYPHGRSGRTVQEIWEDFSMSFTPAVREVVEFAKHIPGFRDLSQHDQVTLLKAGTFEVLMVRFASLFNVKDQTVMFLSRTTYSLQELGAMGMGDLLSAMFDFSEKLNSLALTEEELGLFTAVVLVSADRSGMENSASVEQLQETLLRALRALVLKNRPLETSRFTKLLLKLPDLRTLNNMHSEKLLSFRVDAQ
SMARCA2 activ = increases SMARCA2 function in MMTV reporter cells | 370,000 tested, 1% active | activation, % at 9.1 µM | MG213 cells, MMTV-luciferase reporter, dexamethasone, overnight; in the data active = activation above about 7.8%;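 also: 0% = vehicle wells and 100% = reference activator wells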
hgDAF12 agonist = hgDAF-12 agonism, primary luciferase screen; HEK293 GAL4-hgDAF12 UAS-luciferase reporter, agonist luminescence; normalized to butyrate control; activation, % at 6.8 µM; 370,000 tested, 1.8% active;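 active = activation above a cutoff set at the mean of all screened compounds plus 3 SD, cut at about 10% in these data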;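 also: 0% = DMSO wells and 100% = sodium butyrate wells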
DAX1 inh-1 = NR0B1 (DAX1) inhibition; P51843; HEK293 Gal4-DAX1 luciferase reporter, luminescence; inhibition, % at 6.75 µM; 340,000 tested, 0.99% active; AID 504766;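 active = inhibition above the mean over all tested compounds plus 3 SD, cut at about 4.2% in these data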;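 also: 0% = DAX1-transfected cells with DMSO and 100% = empty-vector control cells with DMSO; inhibition shows as a rise in luminescence from relieved DAX1 repression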
Target sequence (P51843 207-470 limits assumed): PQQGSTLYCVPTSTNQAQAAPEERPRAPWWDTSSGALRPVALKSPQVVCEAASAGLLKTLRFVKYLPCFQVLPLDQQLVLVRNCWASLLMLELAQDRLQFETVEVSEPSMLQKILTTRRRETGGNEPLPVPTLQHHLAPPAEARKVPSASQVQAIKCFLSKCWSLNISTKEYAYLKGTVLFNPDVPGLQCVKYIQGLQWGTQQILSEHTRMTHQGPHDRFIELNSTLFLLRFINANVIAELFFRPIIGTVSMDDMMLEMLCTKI
FXN GAA850 act = increases GAA850 frataxin promoter reporter activity. HEK293 lucGAA850 FXN promoter luciferase reporter, 24 h; percent of 10 µM SAHA response. activation, % at 6 µM. 360,000 tested, 0.56% active. AID 540364;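 active = activation above the average of all compounds screened plus 3 SD, cutoff fixed separately per campaign, cut at about 7.5% in these data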;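 also: 0% = DMSO wells and 100% = 10 µM SAHA wells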
ssDAF12 agonist = S. stercoralis DAF-12 activation, primary screen | HEK293 ssDAF-12/GRIP1 lit1-tk-luc reporter, luminescence; % of 3 µM dafachronic acid response | activation, % at 6.8 µM | 370,000 tested, 1% active;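 active = activation above the mean over all tested compounds plus 3 SD, cut at about 0.9% in these data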;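 also: 0% = DMSO-only wells and 100% = 3 µM delta7-dafachronic acid wells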
HGIII-sPLA2 inh = Inhibits HGIII-sPLA2 liposome hydrolysis, primary screen; Q9NZ20; QFRET BODIPY PC-A2 liposome hydrolysis, fluorescence; inhibition, % at 12.2 µM; 370,000 tested, 0.56% active; AID 743126;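 active = inhibition above mean plus 3 SD of compounds lying within the high and low control bounds, cut at about 19% in these data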;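 also: 0% = median of test compound wells and 100% = no enzyme DMSO wells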
DAX1 inh-2 = blocks DAX1 repression of SF-1 activated StAR promoter; HEK293T StAR-luciferase reporter, SF-1/DAX-1 repression relief; inhibition, % at 6.8 µM; 370,000 tested, 1.1% active; AID 652010;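 active = inhibition above the mean over all tested compounds plus 3 SD, cut at about 3.6% in these data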;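 also: 0% = DAX-1 cells with DMSO and 100% = cells lacking DAX-1 with DMSO; higher inhibition means more luminescence from relief of DAX-1 repression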
hcDAF12 agonist = activates DAF-12 receptor from parasite H. contortus; HEK293 hcDAF-12 lit1-tk-luc reporter, luminescence; 0% DMSO, 100% Δ7-dafachronic acid; AID 652067; activation, % at 6.8 µM; 370,000 tested, 1.4% active;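 active = activation above the mean of all tested compounds plus 3 SD, cut at about 5.5% in these data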;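 also: 100% = response to 3 µM Δ7-dafachronic acid high control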
PLCb3 inh = blocks human PLC-beta3 enzyme activity. Q01970. Purified PLC-beta3, fluorogenic substrate, fluorescence. 370,000 tested, 0.18% active. inhibition, % at 12.2 µM; in the data active = inhibition above about 11%;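 also: 0% = median of compound wells on plate and 100% = full blocker control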
* hit, by the source's call; . = not tested or not shown; & = joins results of further samples. Not all compounds are listed; rates above refer to the full screens.

SMILES | PG9 Ab binder | Rev-erbA mod | SMARCA2 activ | hgDAF12 agonist | DAX1 inh-1 | FXN GAA850 act | ssDAF12 agonist | HGIII-sPLA2 inh | DAX1 inh-2 | hcDAF12 agonist | PLCb3 inh
COC(=O)C1=C(c2ccc(OC)c(OC)c2)C[C@@H]2CC[C@H]1N2C(=O)NCCOc1ccccc1Cl | 0.3 | 1.4 | 1.0 | -0.2 | 0.0 | -3.0 | -1.7 | 1.5 | -0.5 | -2.1 | -1.9
O=C(NCCN1CCC2(CC1)C(=O)NCN2c1ccccc1)c1cccnc1Cl | 0.2 | -1.4 | -0.8 | -2.3 | . | . | -0.3 | 4.6 | -0.1 | -1.2 | 2.1
COc1ccc(C=O)cc1O | -0.1 | -5.0 | -0.6 | 1.6 | 1.1 | -0.1 | -1.0 | 8.8 | 0.0 | -0.4 | 2.9
COC(=O)C1=C(c2ccc(C(C)=O)cc2)C[C@@H]2CC[C@H]1N2C(=O)N1CCC(C)CC1 | -0.8 | -0.4 | -0.1 | 0.9 | -0.5 | 0.6 | -1.1 | -2.6 | -0.4 | -0.9 | -1.5
OC1CCCCC1N1CCC(c2ccccc2)CC1 (configuration not stated) | -0.6 | 2.0&-4.5 | -3.5 | 2.5 | 0.0 | -0.2 | -0.6 | -2.4 | 0.3 | -1.4 | -0.3
CC(C)n1c(=O)c(C=Nc2ccc(Br)cc2)c(O)n(Cc2ccco2)c1=O | -1.5 | 1.6 | 2.5 | -1.1 | 0.9 | -1.0 | -2.1 | -4.6 | -0.4 | -0.7 | -9.8
COc1ccc(C(CC(=O)c2ccc3c(c2)OCO3)c2c(O)c3ccccc3oc2=O)cc1OC (configuration not stated) | -0.5 | 1.1 | -0.1 | 4.1 | 0.5 | -1.2 | -1.0 | -16.2 | 0.1 | -0.9 | -1.5
Cc1cc(/C=C2/C(=O)NC(=O)N(Cc3ccco3)C2=O)c(C)n1-c1ccccc1 | 1.1 | -7.1 | -3.9 | -3.5 | 1.8 | 1.8 | -1.3 | -6.7 | -0.1 | -2.3 | -13.1
COc1cc2[nH]c(=O)n(-c3cccc(Cl)c3)c(=O)c2cc1OC | 1.4 | -6.1 | -3.3 | 0.5 | 0.8 | 1.1 | -0.3 | 2.0 | 0.1 | -3.4 | -4.0
O=C1NC(=O)[C@]2(Cc3ccccc3N3CCN(c4ccccc4)CC32)C(=O)N1Cc1ccccc1 (some centres not stated) | -1.3 | 1.0 | 3.2 | 4.5 | 1.8 | 0.6 | 0.4 | -3.2 | 0.5 | 3.5 | -14.1
c1ccc(NC2=NCCCS2)cc1 | -1.2 | -5.7 | -1.1 | -0.6 | -0.4 | -1.0 | -1.0 | -1.8 | -0.3 | 1.9 | 1.7
Cn1c(O)c(C=Nc2ccc(Cl)cc2)c(=O)n(C)c1=O | -0.4 | -0.3 | -4.2 | -1.3 | -0.9 | 3.4 | -1.1 | -3.4 | -0.8 | 0.1 | 0.4

For convenience, some entries already given:
SMILES | PG9 Ab binder | Rev-erbA mod | SMARCA2 activ | hgDAF12 agonist | DAX1 inh-1 | FXN GAA850 act | ssDAF12 agonist | HGIII-sPLA2 inh | DAX1 inh-2 | hcDAF12 agonist | PLCb3 inh
COc1ccc(C=O)cc1O | -0.1 | -5.0 | -0.6 | 1.6 | 1.1 | -0.1 | -1.0 | 8.8 | 0.0 | -0.4 | 2.9
COC(=O)C1=C(c2ccc(C(C)=O)cc2)C[C@@H]2CC[C@H]1N2C(=O)N1CCC(C)CC1 | -0.8 | -0.4 | -0.1 | 0.9 | -0.5 | 0.6 | -1.1 | -2.6 | -0.4 | -0.9 | -1.5
OC1CCCCC1N1CCC(c2ccccc2)CC1 (configuration not stated) | -0.6 | 2.0&-4.5 | -3.5 | 2.5 | 0.0 | -0.2 | -0.6 | -2.4 | 0.3 | -1.4 | -0.3
CC(C)n1c(=O)c(C=Nc2ccc(Br)cc2)c(O)n(Cc2ccco2)c1=O | -1.5 | 1.6 | 2.5 | -1.1 | 0.9 | -1.0 | -2.1 | -4.6 | -0.4 | -0.7 | -9.8
COc1ccc(C(CC(=O)c2ccc3c(c2)OCO3)c2c(O)c3ccccc3oc2=O)cc1OC (configuration not stated) | -0.5 | 1.1 | -0.1 | 4.1 | 0.5 | -1.2 | -1.0 | -16.2 | 0.1 | -0.9 | -1.5
Cc1cc(/C=C2/C(=O)NC(=O)N(Cc3ccco3)C2=O)c(C)n1-c1ccccc1 | 1.1 | -7.1 | -3.9 | -3.5 | 1.8 | 1.8 | -1.3 | -6.7 | -0.1 | -2.3 | -13.1
COc1cc2[nH]c(=O)n(-c3cccc(Cl)c3)c(=O)c2cc1OC | 1.4 | -6.1 | -3.3 | 0.5 | 0.8 | 1.1 | -0.3 | 2.0 | 0.1 | -3.4 | -4.0
O=C1NC(=O)[C@]2(Cc3ccccc3N3CCN(c4ccccc4)CC32)C(=O)N1Cc1ccccc1 (some centres not stated) | -1.3 | 1.0 | 3.2 | 4.5 | 1.8 | 0.6 | 0.4 | -3.2 | 0.5 | 3.5 | -14.1
c1ccc(NC2=NCCCS2)cc1 | -1.2 | -5.7 | -1.1 | -0.6 | -0.4 | -1.0 | -1.0 | -1.8 | -0.3 | 1.9 | 1.7
Cn1c(O)c(C=Nc2ccc(Cl)cc2)c(=O)n(C)c1=O | -0.4 | -0.3 | -4.2 | -1.3 | -0.9 | 3.4 | -1.1 | -3.4 | -0.8 | 0.1 | 0.4

Additional records follow.
SMILES | PG9 Ab binder | Rev-erbA mod | SMARCA2 activ | hgDAF12 agonist | DAX1 inh-1 | FXN GAA850 act | ssDAF12 agonist | HGIII-sPLA2 inh | DAX1 inh-2 | hcDAF12 agonist | PLCb3 inh
CCOC(=O)c1[nH]c2ccc(OC)cc2c1C(SCC(=O)O)c1ccc(C(F)(F)F)cc1 (configuration not stated) | 0.7 | 3.6 | -4.3 | -3.3 | -0.7 | 0.5 | -1.2 | -17.0 | -0.2 | -2.7 | -245.3
CCOC(=O)CC[C@@H]1CC[C@]2(CCCN(Cc3cccnc3)C2)O1 | . | -1.5 | -4.0 | -0.1 | . | . | -1.2 | 8.2 | -0.4 | 3.1 | -0.5
COc1cccc(C2CCN(C)C2)c1 (configuration not stated) | 2.0 | 2.5 | -2.7 | -0.5 | 1.3 | 1.7 | -0.9 | 11.1 | -0.9 | 0.3 | -2.9
O=C(O)C1CSC(c2cccnc2)N1 (configuration not stated) | -2.2 | 1.4 | 0.4 | 0.9 | 0.0 | -0.7 | -1.1 | -5.1 | 0.8 | 0.5 | 2.0
c1ccc2c(CN3CCCCCCC3)c[nH]c2c1 | 0.9 | 1.3 | -2.0 | -3.0 | -0.5 | 4.5 | 0.6 | 4.8 | -1.3 | 2.9 | 1.7
CC(C)(C)n1cccc1/C=C1\C(=O)NC(=O)N(c2ccccc2)C1=O | -1.0 | 0.1 | -1.4 | 3.8 | 0.1 | -2.9 | 0.0 | -4.7 | -0.4 | 4.7 | -1.0
COc1ccc(-n2c(O)c(C=NCCN(C)C)c(=O)[nH]c2=O)cc1 | 3.1 | -5.0 | -2.5 | -2.1 | 1.9 | -1.4 | -1.0 | 8.8 | 0.1 | -1.2 | -10.0
COC(=O)C(O)(c1c[nH]c2ccccc12)C(F)(F)F (configuration not stated) | -2.6 | -5.1 | 2.0 | 4.0 | -1.6 | -0.6 | -0.2 | -2.7 | -0.8 | 2.9 | -0.1
Cc1ccccc1-n1c(O)c(/C=C2/C(c3ccccc3)=Nc3ccccc32)c(=O)[nH]c1=O | -1.3 | -1.1 | 2.8 | -0.2 | -0.8 | 3.3 | -1.4 | -8.8 | -2.0 | 0.6 | -32.2
O=C(NCC1=C(c2cccc3ccccc23)C[C@@H]2CC[C@H]1N2Cc1ccco1)c1ccc([N+](=O)[O-])cc1 | -0.9 | 3.9 | -0.3 | 1.5 | 0.3 | -10.8 | -0.7 | -7.6 | 0.8 | 1.3 | 4.8
CN(CCc1ccccc1)Cc1ccccc1[N+](=O)[O-] | 0.1 | 0.7 | 1.8 | -0.9 | 1.2 | -0.5 | -1.0 | 5.1 | 0.8 | -0.5 | 4.8
COc1ccccc1OCCCn1cc(C(=O)c2ccco2)c2ccccc21 | -0.1 | 4.4 | 3.6 | 2.5 | -0.5 | 2.2 | -1.0 | -35.4 | 1.2 | 0.4 | -27.8
